FBW7 act = activators of human E3 ligase FBW7. Q969H0. AlphaScreen FBW7–phospho-cyclin E peptide binding, activator screen. normalized activity (activation), % at 26.1 µM. actives 0.13% (n = 650,000). AID 1259310; in the data active means normalized activity above about 1.9%;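 further: purified mutant Fbw7 with reduced substrate affinity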
Target sequence (Q969H0 whole entry, looked up): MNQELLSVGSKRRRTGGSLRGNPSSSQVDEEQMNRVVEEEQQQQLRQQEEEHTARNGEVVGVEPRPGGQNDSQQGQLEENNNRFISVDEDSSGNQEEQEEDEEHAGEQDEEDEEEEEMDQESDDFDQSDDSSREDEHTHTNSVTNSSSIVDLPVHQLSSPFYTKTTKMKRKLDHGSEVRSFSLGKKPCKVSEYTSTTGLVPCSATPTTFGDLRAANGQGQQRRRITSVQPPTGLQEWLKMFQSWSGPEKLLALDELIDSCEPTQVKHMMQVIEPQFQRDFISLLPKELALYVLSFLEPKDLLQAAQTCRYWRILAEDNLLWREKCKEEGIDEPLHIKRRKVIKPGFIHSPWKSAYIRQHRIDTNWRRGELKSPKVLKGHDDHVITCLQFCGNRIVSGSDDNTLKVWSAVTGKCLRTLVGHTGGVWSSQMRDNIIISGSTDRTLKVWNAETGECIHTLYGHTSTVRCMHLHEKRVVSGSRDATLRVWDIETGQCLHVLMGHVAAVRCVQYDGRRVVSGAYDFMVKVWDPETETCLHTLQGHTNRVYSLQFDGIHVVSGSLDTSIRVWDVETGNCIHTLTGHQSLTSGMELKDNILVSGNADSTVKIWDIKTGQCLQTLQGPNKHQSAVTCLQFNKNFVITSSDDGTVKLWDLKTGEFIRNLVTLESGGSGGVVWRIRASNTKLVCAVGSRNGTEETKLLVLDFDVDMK
MITF inh = blocks human microphthalmia-associated transcription factor. AlphaScreen MITF homodimerization, bead proximity signal. AID 1259374. actives 0.91% (n = 650,000). inhibition, % at 2.6 µM; in the data active means inhibition above about 50%;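 further: 0% = vehicle wells with protein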
TEAD-YAP block = TEAD-YAP interaction inhibition. HEK-TIYL cells, TEAD-Gal4/YAP UAS-luciferase luminescence. inhibition, % at 9.12 µM. actives 1.4% (n = 640,000); in the data active means inhibition above about 32%;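 further: 0% = median of test compound wells and 100% = reference inhibitor wells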
GPR151 ag = human GPR151 activation; actives 1% (n = 650,000); activation, % at 11.2 µM; PathHunter beta-arrestin GPR151 cells, luminescence; AID 1508602; in the data active means activation above about 4.9%;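 further: 0% = median of compound wells and 100% = cells with positive control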
* marks the source's active call; other numbers are inactive results; x = not tested or not shown; & = joins results of further samples. Not a hit list; overall some 3.4% were active at least once.

SMILES | FBW7 act | MITF inh | TEAD-YAP block | GPR151 ag
CN1CCN(c2cc(OCCNC(=O)Nc3ccc(F)c(F)c3)ncn2)CC1 | -0.1 | -4 | -9 | 0.1
COCCn1c(=S)[nH]c2cc(C(=O)N3CCN(c4ccc(F)cc4)CC3)ccc2c1=O | 0.0 | 7 | 8 | 0.7
NC(=O)CSc1nnc2sc3ccccc3n12 | 0.1 | 15 | -6 | -2.4
CCOc1cccc2c1OC(c1ccc(SC)cc1)N1N=C(c3ccco3)CC21 (stereo unspecified) | -0.1 | -2 | -64 | -3.0
C=CCSC1=C(C#N)[C@@H](c2ccccc2C)[C@H](C(=O)OCC)C(=O)N1 | -0.1 | 13 | 4 | -1.0
COCCNC(=O)c1ccc(-c2cccc(COC)c2)nc1NCC1CC1 | 0.9 | -1 | -6 | -0.6
COc1cccc(C2N(c3ccc(C)cc3)N=C(C(C)=O)N2c2cccc(C)c2)c1OCc1ccccc1 (stereo unspecified) | 0.3 | 3 | 68* | 1.6
CC(=O)Nc1c2c(nn1-c1ccccc1C)CS(=O)(=O)C2 | x | -7 | x | -0.2
CC(=O)Nc1ccc(Nc2nc(-c3c(C)nn(C)c3C)nc3c2ncn3C(C)C)cc1 | 0.1 | 4 | -14 | -0.9
COCCN1C(=O)C2C(C(=O)Nc3ccc(OC)cc3)C3C=CC2(O3)C1C(=O)NC1CCCC(C)C1C (stereo unspecified) | -0.2 | -15 | -4 | 0.5
O=C(/C=C/c1ccccc1)OCCCN=C1NS(=O)(=O)c2ccccc21 | 0.0 | 0 | -5 | -0.3
COC(=O)c1cc(=O)n(-c2ccc(OC)cc2)c(=Nc2ccc(OC)cc2)s1 | -0.1 | 16 | -5 | 0.1
COc1cc(/C(C)=N\NC(=O)c2cc(C)[nH]n2)ccc1O | 0.0 | -8 | -31 | 0.8
CCCNC(=O)Cn1cnc2sc(C(=O)N3CCN(c4ccccn4)CC3)c(C)c2c1=O | 0.0 | -10 | 4 | -0.8
Cc1cc(O)ccc1N/C=C1/CCCCC1=O | -1.0 | -17 | 3 | 0.1
C/C(=N\NC(=S)NC(C)C)c1ccc(Cl)s1 | -0.1 | -3 | 5 | -1.2
COc1cccc(OCC(=O)Nc2ccc(OC)c(OC)c2)c1 | 0.0 | -3 | -6 | 0.4
Cc1ccccc1CSCc1ccc(C(=O)NCc2ccco2)o1 | 0.1 | 9 | 4 | 1.9
NC(=O)C1CCN(C(=O)c2cc(-c3ccc(Cl)cc3)nc3ccccc23)CC1 | 0.1 | 7 | 5 | 0.6
CCN(CC)CCNC(=O)c1ccc(Nc2cc(Nc3ccccc3C(=O)NC)c(C(F)(F)F)cn2)nc1 | -0.2 | -7 | 97* | 1.6
CC(=O)OC(C)(C)C#CCN1CCCCC1 | -0.1 | 6 | 7 | 1.9
COCCn1nnnc1C(c1ccc(OC)cc1)N1CCC(C(N)=O)CC1 (stereo unspecified) | 0.3 | 9 | -1 | 0.2
COc1c([N+](=O)[O-])cnn1CC(=O)Nc1sc2c(c1C#N)CCC2 | -0.1 | 2 | 4 | 0.0
Cc1ccc(N(O)C(=O)NCCCCNC(=O)N(O)c2ccc(C)cc2)cc1 | 0.2 | -3 | 6 | 0.0
CCC1C(=O)N=C(SCC(=O)Nc2ccc(C(=O)OC)cc2)NC1=O (stereo unspecified) | 0.1 | -24 | 11 | 2.2
Cc1csc(NC(=O)CSc2nnc(-c3cccnc3)o2)n1 | -0.3 | 0 | -35 | 0.9
Oc1ccc(Cl)cc1-c1cc(-c2ccccc2Cl)[nH]n1 | 0.5 | 8 | -27 | 0.3
COc1cccc(C2Nc3ccc(C(C)=O)cc3C3C=CCC32)c1OC (stereo unspecified) | 0.6 | 8 | 6 | -0.8
CCOC(CNc1nc(-c2ccc(C)cc2)nc2ccccc12)OCC | 0.1 | 9 | -10 | 0.1
COc1ccc(CNC(=O)c2ccc(C)c([N+](=O)[O-])c2)cc1 | 0.0 | 13 | -6 | 0.2
COc1cccc(C2C3=C(CC(C)(C)CC3=O)OC3=C2C(=O)CC(C)(C)C3)c1OCc1ccccc1Cl | -0.1 | 4 | 3 | 1.0
CCCc1nn2c(N)c(/C=C3\C=CC(=O)C(OC)=C3)c(=O)nc2s1 | 0.1 | 0 | -4 | 1.0
CCOc1cc(CN2CCN(Cc3ccc(F)cc3)CC2)ccc1OC | -0.1 | 34 | -5 | 4.3
COc1cc2nc(-c3ccc(C(=O)N4CCN(C)CC4)cc3)nc(N)c2cc1OC | -0.2 | -1 | -3 | -1.6
CCOC(=O)C(C)Sc1nnc2[nH]c(=O)cc(C)n12 (stereo unspecified) | 0.0 | 6 | 4 | -2.1
CC(C)CCC1(C2CCN(Cc3ccc(C#CC(C)(C)O)cc3)CC2)NC(=O)NC1=O (stereo unspecified) | -0.2 | 4 | 1 | 2.0
COC(=O)Cn1c(=NC(=O)C2CC2)sc2ccccc21 | 0.2 | 2 | -1 | 0.9
CC1CCc2c(sc(NC(=S)NC(=O)c3ccc4c(c3)OCCO4)c2C(N)=O)C1 (stereo unspecified) | -0.2 | -6 | 7 | 1.0
COC(=O)c1sc(NC(=O)/C=C/c2ccc(C)o2)nc1C | 0.1 | 14 | -47 | 0.3
CN1C(=O)c2ccc(C(=O)NCc3ccccc3)cc2C1=O | 0.4 | -9 | 4 | -0.4
Cc1noc(C)c1C(=O)N1CCC(C2(C)NC(=O)N(Cc3ccc(F)cc3)C2=O)CC1 (stereo unspecified) | -0.1 | 3 | -17 | -0.2
O=C(c1ccccc1)C1Nc2ccccc2-c2nnc(SCc3ccc(Cl)cc3)nc2O1 (stereo unspecified) | -0.1 | -3 | -1 | 0.4
Cn1c(=O)c2c(-c3cccnc3)c(NCc3ccccc3)oc2n(C)c1=O | 0.0 | 4 | -5 | -1.9
N#CC1=C(N(C(=O)CCl)C(=O)CCl)c2ccccc2CC12CCCC2 | -0.2 | -3 | 6 | -0.6
Cc1ccc(OCC(O)CN2CCOCC2)cc1C (stereo unspecified) | 0.0 | 11 | 12 | 0.8

Taken from above:
COc1cccc(C2C3=C(CC(C)(C)CC3=O)OC3=C2C(=O)CC(C)(C)C3)c1OCc1ccccc1Cl @ FBW7 act: -0.1
CC(=O)OC(C)(C)C#CCN1CCCCC1 @ TEAD-YAP block: 7
COc1ccc(CNC(=O)c2ccc(C)c([N+](=O)[O-])c2)cc1 @ GPR151 ag: 0.2
Cc1cc(O)ccc1N/C=C1/CCCCC1=O @ FBW7 act: -1.0
CCOC(CNc1nc(-c2ccc(C)cc2)nc2ccccc12)OCC @ FBW7 act: 0.1

Going on with the list:
SMILES | FBW7 act | MITF inh | TEAD-YAP block | GPR151 ag
CCN1C(=O)/C(=C/c2c(N3CCC(C)CC3)nc3ccc(C)cn3c2=O)SC1=S | 0.8 | 14 | -12 | 0.2
COc1cccc(C2NC(=O)NC(C)=C2C(=O)Nc2ccc(F)cc2)c1OC (stereo unspecified) | 0.1 | -16 | 43* | -1.8
Cc1[nH]nc2c1C(c1cn(Cc3ccccc3)c3ccccc13)C(C#N)=C(N)O2 (stereo unspecified) | -0.5 | 7 | -8 | 0.3
Cn1cc(C(F)(F)F)nc1-c1ccc(OCC(O)CNCCOc2ccc(O)c(C(N)=O)c2)cc1 (stereo unspecified) | -0.1&0.1 | 20&2 | 1 | 0.8&1.7
CCOC(=O)CSc1nnc(-c2ccccc2)c(-c2ccccc2)n1 | 0.1 | -11 | 6 | -2.4
O=[N+]([O-])c1ccc(O)c(/C=N/c2nc3c(O)cccc3s2)c1 | 0.0 | -3 | 1 | 1.6
CC(=O)Nc1cccc(NC(=O)Cn2cnc3c(cnn3C(C)(C)C)c2=O)c1 | 0.7 | 16 | 4 | -0.3
CC1(C)CC(C)(c2ccc(O)cc2O)N(c2cccc(C(F)(F)F)c2)C(=S)N1 (stereo unspecified) | -0.1 | 5 | -11 | -0.9
CC1(C)Cc2c(sc3nc(SCCc4ccccc4)n(CCc4ccccc4)c(=O)c23)CO1 | -0.1 | 2 | -9 | 0.5
CCOC(=O)C1CCN(CCC(=O)Nc2ccccc2C)CC1 | -0.1 | -1 | -3 | -1.5
CN(C)C(CNC(=O)CNc1ccc(C(F)(F)F)cc1[N+](=O)[O-])c1ccco1 (stereo unspecified) | 0.1 | -11 | 1 | -0.5
COc1ccc(Cl)cc1N(CC(=O)NCc1ccncc1)S(=O)(=O)c1ccc(C)cc1 | -0.1 | 0 | -4 | -1.2
COc1ccc(-c2nc(NC(=O)c3n[nH]c(=O)c4ccccc34)sc2C)cc1 | -0.1 | 1 | -7 | -0.3
COc1ccc(/C=C/C(=O)Nc2nncs2)cc1 | 0.1 | 16 | -46 | -2.8
Cc1cccc(N(CC(=O)NCCSCc2ccccc2)S(=O)(=O)c2ccccc2)c1C | -0.2 | 5 | 11 | 0.0
COC(=O)CNC(=O)C(CCSC)NC(C)=O (stereo unspecified) | 1.4 | 11 | -3 | -0.3
CCCOC(=O)Nc1ccc([N+](=O)[O-])cc1 | 0.0 | -9 | -36 | 1.9
CCCCCOC(=O)c1cc(-c2ccc(OC)cc2)nc2c(C)cccc12 | 0.2 | -7 | 1 | 0.7
CC(=O)C1=C(C)NC(SCC(=O)c2ccc(-c3ccccc3)cc2)=C(C#N)C1c1cccc2ccccc12 (stereo unspecified) | -0.1 | 3 | -8 | -2.0
CC12CC3(C)CC(C)(C1)CC(C(=O)NC(=S)N1CCOCC1)(C2)C3 | -0.2 | -6 | -5 | 0.5
COC(=O)c1ccccc1Nc1ncnc(N)c1[N+](=O)[O-] | 0.1 | 11 | 3 | 1.6
Cc1nn2c(NCC3CCCO3)cc(C(C)C)nc2c1-c1ccccc1 (stereo unspecified) | 1.0 | 13 | 5 | -0.7
COC(=O)C1=C(C)N(CCc2ccc(OC)c(OC)c2)C(=O)/C1=C\c1ccc2c(c1)OCO2 | 0.0 | 8 | -20 | 0.1
Cc1ccc(NC(=O)N2CCc3ccccc3C2)cc1 | -0.1 | -10 | -57 | 0.4
O=C(CCc1ccccc1)Nc1nn2c(COc3ccccc3)nnc2s1 | -0.1 | -2 | 2 | 2.6
CC(C)(C)OC(=O)N[C@H]1CC[C@H](C(=O)Nc2ccc3[nH]ncc3c2)C1 | 0.3 | 10 | 10 | 1.5
Nc1ccc(C(=O)OCC(=O)Nc2ncc(Cl)cc2Cl)cc1[N+](=O)[O-] | -0.1 | 0 | 3 | -0.9
OCC1(CC2CCCCO2)CCN(Cc2ccccc2-c2ccco2)CC1 (stereo unspecified) | -0.1 | -5 | -2 | -1.0
CCOc1cc(C2Nc3ccccc3-c3nnc(SCc4ccccc4)nc3O2)ccc1O (stereo unspecified) | -0.1 | 10 | 7 | 0.6
Cc1cccc2nc(CSc3nnnn3-c3ccccc3)c(Br)n12 | 0.2 | 4 | 4 | 0.3
CS(=O)(=O)N(CC(=O)Nc1cccc(Cl)c1)c1cc(C(F)(F)F)ccc1Cl | 0.0 | 3 | 3 | 1.6
COc1ccc(O)c(/C=C2\SC(=S)NC2=O)c1 | -0.5 | 14 | 10 | 0.5
COc1cccc(CN(CCN(C)C)C(=O)c2nc3ccc(-c4ccnc(N)n4)cc3s2)c1 | -0.2 | 3 | -3 | -1.6
COc1ccc(/C(O)=C2\C(=O)C(=O)N(CCN3CCNCC3)C2c2ccc(F)cc2)cc1 (stereo unspecified) | -0.1 | 0 | -5 | 1.2
CC(=O)Oc1cccc(C(=O)Nc2cc(C(=O)O)ccc2C)c1 | 0.1 | 102* | 15 | 1.4
CC1=C(C(=O)OCC(C)C)C(c2cccc([N+](=O)[O-])c2)N2C(=O)CCSC2=N1 (stereo unspecified) | -0.1 | 13 | 13 | 0.5
COc1cc(NC(=O)Cn2nc(C(F)(F)F)c(Cl)c2C)c(OC)cc1Cl | -0.1 | -7 | -6 | 0.9

One compound at a time, as listed above. Order of values: FBW7 act, MITF inh, TEAD-YAP block, GPR151 ag
CC(C)(C)OC(=O)N[C@H]1CC[C@H](C(=O)Nc2ccc3[nH]ncc3c2)C1 across the screens: 0.3, 10, 10, 1.5
O=C(c1ccccc1)C1Nc2ccccc2-c2nnc(SCc3ccc(Cl)cc3)nc2O1 (stereo unspecified) across the screens: -0.1, -3, -1, 0.4

Quoted at random: seven records from the list
SMILES | FBW7 act | MITF inh | TEAD-YAP block | GPR151 ag
COCCn1nnnc1C(c1ccc(OC)cc1)N1CCC(C(N)=O)CC1 (stereo unspecified) | 0.3 | 9 | -1 | 0.2
CCC1C(=O)N=C(SCC(=O)Nc2ccc(C(=O)OC)cc2)NC1=O (stereo unspecified) | 0.1 | -24 | 11 | 2.2
Nc1ccc(C(=O)OCC(=O)Nc2ncc(Cl)cc2Cl)cc1[N+](=O)[O-] | -0.1 | 0 | 3 | -0.9
Cc1ccc(OCC(O)CN2CCOCC2)cc1C (stereo unspecified) | 0.0 | 11 | 12 | 0.8
CCOc1cc(C2Nc3ccccc3-c3nnc(SCc4ccccc4)nc3O2)ccc1O (stereo unspecified) | -0.1 | 10 | 7 | 0.6
COCCn1c(=S)[nH]c2cc(C(=O)N3CCN(c4ccc(F)cc4)CC3)ccc2c1=O | 0.0 | 7 | 8 | 0.7
CCN1C(=O)/C(=C/c2c(N3CCC(C)CC3)nc3ccc(C)cn3c2=O)SC1=S | 0.8 | 14 | -12 | 0.2

Screens deposited in PubChem by The Scripps Research Institute Molecular Screening Center.
